# Screens from PubChem BioAssay.
# SK-BR-3 tox 24h: SK-BR-3 proliferation inhibitors, primary screen, cell-based, human, 24 h; SK-BR-3 viability, CellTiter-Glo ATP luminescence; active compounds read low; viability, % at 10 µM; hit rate 0.47% among 41,000;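 active = viability at or below the median of all test compounds minus 3 SD, in both replicates if run twice, cut at about 45% in these data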;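 note: 100% = median untreated cell wells and 0% = median positive control drug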
# The depositor's hits bear a star. Not all compounds are listed. The share of hits here may be higher or lower than overall.
SMILES,SK-BR-3 tox 24h
Cc1cc(NC(=O)c2ccc(Cn3nc(C)c(Br)c3C)o2)no1,91
CCOC(=O)Nc1cc(OCC)c(NC(=O)C2CC2)cc1OCC,118
N#CC12C(N)=NC3(OCCO3)C1(C#N)C1=C(CCC1)NC2c1ccccc1 (stereo unspecified),107
CN(Cc1cc2ccccc2[nH]c1=O)S(C)(=O)=O,92
CCN1CCN(S(=O)(=O)c2cc(C)c(OC)cc2C)CC1,91
CC(=O)Nc1ccc(N2CCOCC2)c(C(=O)Nc2cccc(C)c2)c1,86
O=C1N2CCSC2=NC1(Nc1ccccn1)C(F)(F)F (stereo unspecified),94
CC(C)CC(=O)Nc1ncnc2c1C(=O)CC(C)(C)C2,123
NC1=NC(c2cn(-c3ccccc3)nc2-c2cccs2)n2c(nc3ccccc32)N1 (stereo unspecified),68
O=C(Cn1cnc2ccccc21)NCCCN1CCOCC1,103
O=C(NC1CCCCC1)C(c1ccccc1)N1CCCC1 (stereo unspecified),100
N#Cc1nc(COc2ccc(-c3ccccc3)cc2)oc1NCc1cccnc1,82
CCN1CCN(CC(=O)n2c3c(c4ccccc42)CC(C)CC3)CC1 (stereo unspecified),68
COC(=O)C(NC(C)=O)(Nc1nc2ccc(S(C)(=O)=O)cc2s1)C(F)(F)F (stereo unspecified),99
COC(=O)Nc1ccccc1C(=O)N1CCCCC1,107
CCOc1cc2c(cc1OCC)C(c1cc(OC)c(O)c(OC)c1)NCC2 (stereo unspecified),99
CCOC(=O)N1CCN(C(=O)c2cnn(-c3ccccc3)c2NC(=O)c2ccccc2F)CC1,105
CC(C)c1nnc(N2C(=O)c3oc4ccccc4c(=O)c3C2c2ccco2)s1 (stereo unspecified),112
Cc1ccc2nc3c(cc(C(=O)NCC4CCCO4)c(=N)n3CCCOC(C)C)c(=O)n2c1 (stereo unspecified),84
COC(=O)c1cc(Br)c(=O)n(-c2ccc(C(C)=O)cc2)c1,104
CN(C)CCOC(=O)C1(c2ccccc2)CCOCC1,85
CCOC(=O)c1[nH]c2ccc(C)cc2c1N,88
CCCCS(=O)(=O)c1sc2nc3c(cc2c1N)CCCC3,90
COc1ccc(NC(=O)c2ccco2)c(NC(=O)Cc2cccs2)c1,85
CCOC(=O)c1cnc(-n2nc(C)cc2C)nc1N(CC)CC,91

# Taken from the entries so far, two compounds:
SMILES,SK-BR-3 tox 24h
CN(C)CCOC(=O)C1(c2ccccc2)CCOCC1,85
CCOC(=O)c1[nH]c2ccc(C)cc2c1N,88

# New compounds follow:
SMILES,SK-BR-3 tox 24h
Cc1ccc(/C=N/n2nnnc2N)o1,134
O=C(c1cc2nc3c(c(C(F)(F)F)n2n1)CCc1ccccc1-3)N1CCN2CCCC2C1 (stereo unspecified),77
CN1C(=O)N(c2ccccc2)C(Nc2nncs2)C1(C)C (stereo unspecified),102
COc1ccc(NC(=O)C23CCC(C)(C(=O)O2)C3(C)C)cc1 (stereo unspecified),91
CCCCOC(=O)CSC1=C(C#N)C(c2ccccc2OC)C(C#N)C(=O)N1 (stereo unspecified),92
O=C(Nc1cnn(C23CC4CC(CC(C4)C2)C3)c1)c1cnn2c(C(F)(F)F)cc(-c3ccco3)nc12,117
Cc1cc2c(=O)n(NC(N)=O)c(C)nc2s1,85
Cn1c(NCc2ccco2)nc2c1c(=O)n(Cc1ccc(Br)cc1)c(=O)n2C,94
CCCCc1nc2ccccc2c(=O)n1NC(=O)c1c(O)c2c(n(CC(C)C)c1=O)CCCC2,92
Cc1cc(C)n(-c2nnc3n2N=C(c2c[nH]c4ccccc24)CS3)n1,87
O=C(Nc1ccc(N2CCOCC2)c(Cl)c1)c1cccc(F)c1,73
CCc1cccc(NC(=O)CN(c2ccc(OC)cc2)S(=O)(=O)c2c(C)n[nH]c2C)c1,70
CC(C)OC(=O)c1ccc(N2C(=O)C3CC=CCC3C2=O)cc1 (stereo unspecified),113
CCOC(=O)c1[nH]c2cc3c(cc2c1CCCN1C(=O)c2ccccc2C1=O)OCCO3,90
COc1cc2cc(C)c3nnc(SCC(N)=O)n3c2cc1OC,111
O=C(CC1SC2=NCCN2C1=O)Nc1ccc(Cl)cc1 (stereo unspecified),97
Cc1cnc(NC(=O)CSc2nnc(Cc3ccccc3)n2C)s1,96
CCOC(=O)C1(C(F)(F)F)N=C(N(C)C)OC(N(C)C)=N1,100
Cc1cc(CC(=O)O)c(C)cc1CC(=O)O,103
COc1ccccc1NC(=O)c1ccccc1SC,96
Cc1ccc(-c2nnc(CSc3nnc(C)s3)o2)cc1,46
N#Cc1nc(-c2ccc(OCc3ccccc3Cl)cc2)oc1NCCCn1ccnc1,79
CCOC(=O)C1CCN(C(=O)c2ccc(OCC)c(OCC)c2)CC1,123
CC(=O)Cc1nsc(NC(=O)c2ccc(Br)o2)n1,94
CCOC(=O)c1ccc2[nH]c(C)cc(=O)c2c1,90

# Going on with the list.
SMILES,SK-BR-3 tox 24h
COc1ccc(CNC(=O)C2CCCN(S(=O)(=O)c3cc(C)ccc3OC)C2)cc1 (stereo unspecified),80
CCCCCCc1c(O)c2ccccc2[nH]c1=O,101
O=C(CCS(=O)(=O)Cc1ccccc1)NCC1CCCO1 (stereo unspecified),100
CCOc1ccc2nc(NC(=O)CN3CCN(c4ccccn4)CC3)sc2c1,59
Nc1ccc2c(c1)C(=O)N(CC1CCCO1)C2=O (stereo unspecified),95
CN(C)S(=O)(=O)c1ccc(C(=O)Nc2ccccn2)cc1,108
O=C(O)C1CC(=O)N(c2ccc(F)c(F)c2)C1 (stereo unspecified),92
CN(C)CCCNC(CC(=O)Nc1ccc(Cl)cc1)C(=O)O (stereo unspecified),70
Cn1c(=O)oc2cc(S(=O)(=O)Nc3ccc4c(c3)OCO4)ccc21,79
CCn1nc(NC(=O)c2ccncc2)c2cc3ccc(C)cc3nc21,80
COc1cc(NC(=O)C2CCCC2)c(OC)cc1Cl,67
COc1ccc(CCNS(=O)(=O)c2cccc(C(=O)O)c2)cc1OC,89
COc1ccc(CN2CC(C(=O)NCc3cccc(OC)c3)CC2=O)cc1 (stereo unspecified),100
C=CCNc1nnc(C)c2ccccc12,94
CCOc1ccccc1OCC(=O)NCc1ccco1,80
CCCn1nnc(NC(=O)c2cc(Br)cc(Br)c2OC)n1,89
CCC(=O)Nc1cc2nn(-c3ccc(OC)cc3)nc2cc1C,101
CC(=O)Oc1cc2c(C(C)=O)coc2c2ccccc12,84
CCN(CC)CCN1C(=O)C(O)=C(C(=O)c2sc(C)nc2C)C1c1cccnc1 (stereo unspecified),78
CC(C)NC(=O)c1cccc(Cn2cc(Cl)cn2)c1,96
CCCCC(=O)OCCNC(=O)c1cc2ccccc2oc1=O,106
O=C(CCC1CCCCC1)Nc1ncn[nH]1,93
CCOC(=O)CN1CC23C=CC(O2)C(C(=O)NC2CCCCC2)C3C1=O (stereo unspecified),88
COc1ccccc1C(OC(=O)c1cccs1)C(=O)NCc1ccco1 (stereo unspecified),83
Cc1oc2ccccc2c1-c1cn2c(n1)SCC2,92

# The list goes on.
SMILES,SK-BR-3 tox 24h
OC12CCCCC1C(c1ccc3c(c1)OCO3)N(Cc1ccc(F)cc1)CC2 (stereo unspecified),70
CN1CC2(C)CN(C(c3ccccc3)c3ccccc3)CC(C)(C1)C2O (stereo unspecified),97
CCOc1ccc2nc(NC(=O)C(CC)Sc3nc(C)cc(=O)[nH]3)sc2c1 (stereo unspecified),100
Cc1ccc2nc3c(cc(C#N)c(=O)n3CC3CCCO3)c(=O)n2c1 (stereo unspecified),109
COc1ccccc1OCc1nnc(SCC(=O)Nc2ccc(C)cc2)n1C,89
COc1ccc(NC(=O)c2cc3cc(OC)ccc3oc2=N)cc1,110
O=C(Nc1ccc(OC(F)F)c(Cl)c1)Nc1ccc2c(c1)OCO2,76
CC(=O)NC(Cc1ccccc1C)C(=O)NC1CCN(c2c3c(nc4ncnn24)CCC3)CC1 (stereo unspecified),100
Cc1cc2oc(=O)cc(CN3CCCCC3C)c2c(C)c1Cl (stereo unspecified),46
O=C(O)c1[nH]c2ccc(Cl)cc2c1CC(=O)N1CCN(C(=O)c2ccco2)CC1,67
Cc1ccnc(N2CCC(C(=O)Nc3cccc(C(F)(F)F)c3)CC2)n1,100
c1ccc(Cc2nn3c(Cn4nnc5ccccc54)nnc3s2)cc1,89
Cc1nc(NS(=O)(=O)c2ccccc2)sc1NC(=O)OC(C)C,109
CCCCN(Cc1cc2cc(OC)ccc2[nH]c1=O)C(=O)COc1ccccc1,93
O=C(Nc1cccc(S(=O)(=O)C(F)F)c1)c1ccc(Cl)c(S(=O)(=O)N2CCOCC2)c1,79
CCn1c2ccccc2c2cc(NC(=O)CSc3nnc(-c4ccccc4OC)n3N)ccc21,113
CN(C)c1ccc(C=Nc2cnn(C)c2C(N)=O)cc1,90
CCOC(=O)c1[nH]c(C)c(C(=O)N2CCc3ccccc32)c1C,100
C(=N\c1nc2ccccc2n1CCN1CCCCC1)/c1cccs1,77
CN1CCN(CCCNC(=O)Nc2cccc3ccccc23)CC1,85
CN(C)c1nc2ccc(OCCN3CCCCC3)cc2s1,111
COC(=O)c1cccc(C(=O)Nc2ccc(C)cc2Br)n1,95
CCOC(=O)c1cc(CC)sc1NC(=O)COC,96
CCOc1ccc(NC(=O)CSc2n[nH]c(=O)n2-c2ccccc2)cc1,96
CCc1[nH]nc2c1C(c1cccnc1)C(C#N)=C(N)O2 (stereo unspecified),71

# (list continues)
SMILES,SK-BR-3 tox 24h
CC(=O)c1c(N)n(C)c(=O)n(C)c1=O,106
Cc1occc1-c1nnc(SCC(=O)N2CCOCC2)n1Cc1ccco1,84
COc1ccccc1OCc1nc(Cc2ccc(Cl)cc2)no1,95
OC1(c2cccc(C(F)(F)F)c2)CCN(c2ccc(-c3ccccc3)nn2)CC1,92
COC(=O)c1ccc2c(c1)nc(C)n2CCO,73
CCOC(=O)c1sc(=NC(=O)c2ccc(OC)c(OC)c2)n(C)c1C,71
Cc1ccc(-n2c(SCC(=O)Nc3nccs3)nc3c(c2=O)SCC3)cc1,98
Cc1nn(-c2ccccc2)c2c1C(c1ccncc1)C(C#N)=C(N)O2 (stereo unspecified),90
COC(=O)c1cc(OC)c(OC)cc1NC(=O)c1cc(C)on1,95
COc1cc(NC(=O)Cn2nnc(-c3ccncc3)n2)cc(OC)c1,89
O=C(NCc1ccco1)c1nc2ccccc2s1,98
CNC(=O)N(c1ccccc1)c1ccccc1,88
CCn1nnc(NC(=O)c2cccc(-c3cc4ccccc4oc3=O)c2)n1,99
COc1c(C)cc(Br)cc1C(=O)Nc1ccc(N2CCN(S(C)(=O)=O)CC2)cc1,108
CCCOc1ccc(C(=O)Nc2ccc(N3CCN(C(C)=O)CC3)cc2)cc1,87
N#Cc1cccc(-c2cn(S(=O)(=O)c3ccc(Cl)cc3)nc2N)c1,112
CC(=O)N1CCc2cc(Br)cc(S(=O)(=O)NCC3CCCO3)c21 (stereo unspecified),71
O=C(Nc1ccc(N2CCN(C(=O)c3ccco3)CC2)c(Cl)c1)c1c(F)c(F)c(F)c(F)c1F,113
CC(C(=O)NC1CCCC1)N(Cc1ccco1)C(=O)c1snc(C(=O)NC2CCCC2)c1N (stereo unspecified),81
CC(C)(C)c1ccc(Cn2nnc3c(=O)[nH]c(C4CCCN(C(=O)Cc5cccs5)C4)nc32)cc1 (stereo unspecified),108
CCCCN=CC1=C(O)C(C(=O)OC)C(C)(C)CC1=O (stereo unspecified),83
Cc1ccc2cc(C#N)c(NCc3ccco3)nc2c1,90
CC1(N2CCCCC2)CC2(O)C(=[N+]1[O-])CCC/C2=N\O (stereo unspecified),94
COc1cc(C(=O)NCC(c2ccco2)N2CCCC2)ccc1OCc1c(C)noc1C (stereo unspecified),113
COc1ccc(C(=O)C(CN2CCOCC2)c2ccccc2)cc1F (stereo unspecified),97

# Continuation:
SMILES,SK-BR-3 tox 24h
Cc1cc(C)n(CC2CC(=O)N(c3cc(Cl)cc(Cl)c3)C2=O)n1 (stereo unspecified),115
COc1ccc(OC)c2c1CCC2=O,94
O=c1c2ccccc2[nH]c(=S)n1CCN1CCN(Cc2ccccc2)CC1,83
O=C(Cn1c(=O)[nH]c2ccsc2c1=O)N1CCN(c2ccc(F)cc2)CC1,73
COc1ccc(N(CC(=O)Nc2cccc(C(=O)O)c2)S(=O)(=O)c2c(C)noc2C)cc1,95
CC1CCCC(NC(=O)CSc2ncccc2C(=O)O)C1C (stereo unspecified),82

# Structural class: the entries above containing a Cl atom.
SMILES,SK-BR-3 tox 24h
O=C(Nc1ccc(N2CCOCC2)c(Cl)c1)c1cccc(F)c1,73
O=C(CC1SC2=NCCN2C1=O)Nc1ccc(Cl)cc1 (stereo unspecified),97
N#Cc1nc(-c2ccc(OCc3ccccc3Cl)cc2)oc1NCCCn1ccnc1,79
CN(C)CCCNC(CC(=O)Nc1ccc(Cl)cc1)C(=O)O (stereo unspecified),70
COc1cc(NC(=O)C2CCCC2)c(OC)cc1Cl,67
CC(C)NC(=O)c1cccc(Cn2cc(Cl)cn2)c1,96
O=C(Nc1ccc(OC(F)F)c(Cl)c1)Nc1ccc2c(c1)OCO2,76
Cc1cc2oc(=O)cc(CN3CCCCC3C)c2c(C)c1Cl (stereo unspecified),46
O=C(O)c1[nH]c2ccc(Cl)cc2c1CC(=O)N1CCN(C(=O)c2ccco2)CC1,67
O=C(Nc1cccc(S(=O)(=O)C(F)F)c1)c1ccc(Cl)c(S(=O)(=O)N2CCOCC2)c1,79
COc1ccccc1OCc1nc(Cc2ccc(Cl)cc2)no1,95
N#Cc1cccc(-c2cn(S(=O)(=O)c3ccc(Cl)cc3)nc2N)c1,112
O=C(Nc1ccc(N2CCN(C(=O)c3ccco3)CC2)c(Cl)c1)c1c(F)c(F)c(F)c(F)c1F,113
Cc1cc(C)n(CC2CC(=O)N(c3cc(Cl)cc(Cl)c3)C2=O)n1 (stereo unspecified),115
